SRC3 inh: human NCOA3 inhibition; inhibition, % at 3.6 µM; Q9Y6Q9; hit rate 0.17% among 360,000; HEK293 GAL4-SRC3 luciferase reporter, luminescence;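 active = inhibition above a per-campaign cutoff, the mean of all compounds plus 3 SD, cut at about 60% in these data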;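 note: 0% = DMSO-treated cells and 100% = gossypol-treated cells at 36 µM; higher means less SRC3-driven luciferase light from the GAL4 reporter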
ABHD5-PLIN5 inh: inhibitors of human ABHD5-perilipin-5 interaction; Q00G26+Q8WTS1; inhibition, % at 4 µM; Split G. princeps luciferase complementation, luminescence, 4 h; AID 602281; hit rate 0.78% among 360,000;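 active = inhibition above the mean inhibition across every tested compound plus 3 SD, cut at about 22% in these data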;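 note: 0% = DMSO only wells and the 100% control is not disclosed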
Target sequence (Q00G26 whole entry, looked up): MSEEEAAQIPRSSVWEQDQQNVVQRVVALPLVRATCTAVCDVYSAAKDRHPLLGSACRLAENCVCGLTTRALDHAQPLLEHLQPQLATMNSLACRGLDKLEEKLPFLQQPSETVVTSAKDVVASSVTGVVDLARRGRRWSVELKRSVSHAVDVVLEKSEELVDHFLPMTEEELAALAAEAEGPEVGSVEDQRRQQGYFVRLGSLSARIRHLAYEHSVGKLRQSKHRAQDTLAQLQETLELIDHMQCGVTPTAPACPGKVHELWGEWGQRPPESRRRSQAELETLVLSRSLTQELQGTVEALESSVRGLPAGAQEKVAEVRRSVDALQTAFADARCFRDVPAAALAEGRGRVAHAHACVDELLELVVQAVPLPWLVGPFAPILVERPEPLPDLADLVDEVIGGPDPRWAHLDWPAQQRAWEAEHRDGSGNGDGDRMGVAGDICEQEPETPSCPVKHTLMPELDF
Target sequence (Q8WTS1 whole entry, looked up): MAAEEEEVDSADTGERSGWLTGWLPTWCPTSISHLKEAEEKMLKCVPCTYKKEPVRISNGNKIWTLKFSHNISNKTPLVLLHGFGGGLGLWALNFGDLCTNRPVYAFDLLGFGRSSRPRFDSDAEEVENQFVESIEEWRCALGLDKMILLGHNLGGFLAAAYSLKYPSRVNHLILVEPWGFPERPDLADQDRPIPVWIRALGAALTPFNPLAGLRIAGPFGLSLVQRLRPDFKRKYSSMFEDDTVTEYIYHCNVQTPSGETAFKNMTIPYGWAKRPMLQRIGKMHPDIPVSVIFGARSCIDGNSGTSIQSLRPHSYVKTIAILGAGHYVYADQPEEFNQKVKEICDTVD
NR5A2 inv ag: suppresses constitutive activity of human LRH-1. O00482. HEK293T StAR-luciferase reporter, LRH-1 transfected, 24 h. inhibition, % at 3.6 µM. hit rate 0.13% among 360,000. AID 602396;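 active = inhibition above the mean inhibition of all tested compounds plus 3 SD, cut at about 73% in these data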;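 note: 0% = DMSO wells and 100% = reporter-only cells lacking LRH-1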
NR2F2 inh: NR2F2 (human) inhibition, primary screen | P24468 | HEK293T NGFI-A luciferase reporter, luminescence | inhibition, % at 8.6 µM | hit rate 0.7% among 370,000;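 active = inhibition above a per-plate cutoff, mean inhibition of test wells between control levels plus 3 SD, cut at about 38% in these data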;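 note: cells cotransfected with COUP-TFII expression vector driving the NGFI-A reporter; 0% = median of COUP-TF2 test wells and 100% = reporter-only cells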
LMP1 NFkB inh: Epstein-Barr LMP1 NF-kappaB reporter inhibition. inhibition, % at 12.5 µM. LMP1-induced NF-kappaB luciferase reporter cells, luminescence. AID 504558. hit rate 0.69% among 350,000; in the data active = inhibition above about 41%;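 note: 0% = neutral control wells and 100% = reference inhibitor control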
MC4R antagonist: human MC4R antagonism in cAMP assay | hit rate 0.48% among 360,000 | P32245 | inhibition, % at 6.5 µM | MC4R-expressing cells, MTII-stimulated cAMP, LANCE TR-FRET | AID 540295;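 active = inhibition above its plate's cutoff, the mean of tested wells on that plate plus 3 SD, cut at about 29% in these data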;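 note: 0% = Melanotan II alone and 100% = Melanotan II plus saturating MCL0020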
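System – human MC4R-expressing U2OS cells · Also added – Melanotan II · Dosing – one concentration, 6.5 µM nominal · Timing – 30-min compound, 1-h challenge, 1-h detection, room temperature · Measured by – Eu-cAMP/anti-cAMP TR-FRET, emission 671 nm · Replicates – singlicate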
NCOA1 inh: human NCOA1 inhibition; Q15788; HEK293 GAL4-SRC1 luciferase reporter, luminescence; inhibition, % at 3.6 µM; hit rate 0.12% among 360,000; AID 588354;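 active = inhibition above the campaign mean plus 3 SD, with each screening campaign given its own cutoff, cut at about 60% in these data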;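 note: 0% = DMSO treated cells and 100% = gossypol at 36 µM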
NOD2-RIPK2 inh: blocks binding of human NOD2 to RIPK2 | O43353 | CHO BLA complementation NOD2-RIPK2, CCF4 ratio | inhibition, % at 4.98 µM | hit rate 0.38% among 360,000; in the data active = inhibition above about 21%;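 note: 0% = vehicle only and 100% = reference blocker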
NCOA2 inhibitor: human SRC2 (NCOA2) inhibition. Q15596. HEK293 GAL4-SRC2 luciferase reporter, luminescence. inhibition, % at 9 µM. hit rate 0.17% among 370,000;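 active = inhibition above the mean inhibition of all tested compounds plus 3 SD, set per campaign, cut at about 52% in these data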;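 note: 0% = DMSO treated cells and 100% = cells given Gossypol at 36 µM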
MC4R barr agon: human MC4R agonism via beta-arrestin; P32245; U2OS MC4R beta-arrestin complementation, luminescence; percent of melanotan II response, DMSO zero; activation, % at 8.9 µM; hit rate 0.98% among 360,000; AID 540308;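 active = activation above a per-plate cutoff, the mean activation of sample wells on that plate plus 3 SD, cut at about 8% in these data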
TLR9-MyD88 block: TLR9-MyD88 interaction inhibition; Q9NR96+Q99836; CHO BLA complementation TLR9-MyD88, CCF4 FRET ratio; inhibition, % at 4.98 µM; hit rate 0.21% among 340,000; AID 504734;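 active = inhibition above the mean over all tested compounds plus 3 SD, cut at about 21% in these data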;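 note: 0% = DMSO only wells and 100% = clavulanate BLA inhibitor control wells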
An asterisk follows results filed as active; / = not tested or not shown.

no.	SMILES	SRC3 inh	ABHD5-PLIN5 inh	NR5A2 inv ag	NR2F2 inh	LMP1 NFkB inh	MC4R antagonist
1	CSc1nc2[nH]c(=O)[nH]c2c(=O)[nH]1	5	1	11	6	8	5
2	O=C(NC1CCCCC1)C(c1cccnc1)N(C(=O)CCl)c1cccc(Cl)c1 (stereo not given)	69*	10	-27	3	19	4
3	CCN1CCN(C(c2ccc(OC)cc2)C(O)C(=O)c2c[nH]c3ccccc23)CC1 (stereo not given)	-19	8	8	/	4	6
4	CCOCCCNC(=O)/C=C1\Sc2ccccc2N(Cc2ccccc2F)C1=O	-17	1	-28	-6	-8	26
5	COc1ccccc1-c1ccc(=O)n(CC(=O)NCc2ccco2)n1	3	-4	-6	-6	-1	4
6	Cc1ccc(NC(=O)C2CC(=O)NC(N3CCCCC3)=N2)cc1Cl (stereo not given)	19	-2	4	1	11	2
7	Cc1cc(SCC(=O)N/N=C/c2ccc(O)cc2O)c(C)cc1Br	41	4	16	4	38	1
8	COC(=O)[C@H](CCSC)NC(=O)Nc1ccc(OC)c(Cl)c1	-12	-2	6	-6	0	0
9	CCC(CO)Oc1cc(NC(=O)c2cccc(OC)c2)c2ncn(C(C)C)c2c1 (stereo not given)	-16	-1	-11	-7	3	-3
10	O=C(Nc1ccc(OC(F)F)c(Cl)c1)c1ccccn1	-56	5	-156	-52	-26	-12
11	CN(C(=O)CSc1nnc(-c2ccco2)o1)C1CCCCC1	-40	-6	-29	-27	-11	6
12	O=C(NCC1CCCO1)c1nn2c(C(F)(F)F)cc(-c3cc(Br)cs3)nc2c1Br (stereo not given)	-8	0	-8	-7	-13	-6
13	COCC(=O)N(C)C[C@H]1Oc2ncc(Br)cc2C(=O)N([C@@H](C)CO)C[C@H]1C	-7	-6	13	-14	-5	6
14	Cn1c(=O)c2c(SCCN3CCOCC3)nc(C3CCCC3)nc2n(C)c1=O	1	-8	-7	-8	0	3
15	COc1ccc(N(CC(=O)NCc2ccco2)S(C)(=O)=O)cc1OC	10	-2	7	-18	-5	0

no.	NCOA1 inh	NOD2-RIPK2 inh	NCOA2 inhibitor	MC4R barr agon	TLR9-MyD88 block
1	-6	0	7	0.7	-4
2	37	-4	57*	13*	-2
3	-19	-5	/	-0.7	6
4	-3	-3	-3	-1.9	4
5	7	1	-45	-0.4	-6
6	6	-2	-7	-1.4	10
7	21	-2	18	-0.4	-1
8	-5	-5	-3	-2.2	-8
9	2	-1	-8	-0.1	-2
10	-103	-4	-46	1.2	11
11	-44	-2	-29	-1.9	-1
12	2	-2	7	-1.4	-3
13	9	-4	-41	-0.7	2
14	-14	2	-2	-2.6	-3
15	-23	-2	-14	-1.1	-8

Exported with values ahead of the structure: 3 of the compounds above
item	SRC3 inh	ABHD5-PLIN5 inh	NR5A2 inv ag	NR2F2 inh	LMP1 NFkB inh	MC4R antagonist	NCOA1 inh	NOD2-RIPK2 inh	NCOA2 inhibitor	MC4R barr agon	TLR9-MyD88 block	structure
10	-56	5	-156	-52	-26	-12	-103	-4	-46	1.2	11	O=C(Nc1ccc(OC(F)F)c(Cl)c1)c1ccccn1
11	-40	-6	-29	-27	-11	6	-44	-2	-29	-1.9	-1	CN(C(=O)CSc1nnc(-c2ccco2)o1)C1CCCCC1
12	-8	0	-8	-7	-13	-6	2	-2	7	-1.4	-3	O=C(NCC1CCCO1)c1nn2c(C(F)(F)F)cc(-c3cc(Br)cs3)nc2c1Br (stereo not given)

Other compounds
no.	SMILES	SRC3 inh	ABHD5-PLIN5 inh	NR5A2 inv ag	NR2F2 inh	LMP1 NFkB inh	MC4R antagonist
16	Cc1ccc2c(c1)C1CN(C)CCC1N2C(=O)c1ccccc1NS(=O)(=O)c1ccc(F)cc1 (stereo not given)	7	-2	12	1	-3	6
17	Cc1ccc(C(=O)N/N=C/c2ccc([N+](=O)[O-])s2)cc1	56	-2	47	53*	13	-16
18	COc1ccc(NS(=O)(=O)c2cccc(C(=O)N/N=C(\C)c3cccnc3)c2)cc1	-13	-6	15	1	0	-54
19	CCOC(=O)/C=c1/s/c(=C/c2ccccc2OC)c(=O)n1CC(=O)N1CCOCC1	-24	-2	-10	21	-2	3
20	Cc1ccc(C)c(NC(=O)CN(C)C(=O)c2ccc(-n3cncn3)c([N+](=O)[O-])c2)c1	-15	4	-19	-4	12	11
21	CC(C)(C)c1ccc(C(=O)NCC(=O)O)cc1	10	5	-14	1	-1	-7
22	O=C(CSc1nccn1-c1ncc(C(F)(F)F)cc1Cl)c1ccc(Br)cc1	13	-4	0	/	-36	4
23	COc1ccc(-c2cc(C(=O)OCc3ccccn3)c3ccccc3n2)cc1	-7	3	-34	-18	1	7
24	CCCOc1ccc(C(F)(F)F)cc1NC(=O)CCc1c(C)noc1C	10	-5	1	4	6	-2
25	O=C(NCCO)/C(=C/c1ccc(Br)cc1)NC(=O)c1cccs1	0	3	15	14	-5	-6
26	COCc1cc(=O)[nH]c(Nc2nc3ccccc3o2)n1	-32	-1	-50	-6	5	-4
27	CC(=O)Nc1ccc(-c2ccnc(-c3ccc(NC(C)=O)cc3)n2)cc1	3	5	10	-8	-4	27
28	COc1ccc(Br)cc1/C=N/Nc1ccc(S(=O)(=O)Nc2ccccc2C(=O)O)cc1[N+](=O)[O-]	6	-9	-23	-5	-5	-4
29	Cc1ccc(CNC(=O)C(C)OC(=O)c2ccco2)cc1 (stereo not given)	25	5	5	-1	-4	10
30	COc1cc(C2C(C(=O)c3ccc(C)o3)=C(O)C(=O)N2c2cc(C)on2)cc(OC)c1OC (stereo not given)	8	4	5	6	6	20

no.	NCOA1 inh	NOD2-RIPK2 inh	NCOA2 inhibitor	MC4R barr agon	TLR9-MyD88 block
16	4	7	20	-0.6	1
17	48	15	83*	2.6	-5
18	-1	9	16	-2.4	2
19	0	5	-18	-0.8	-2
20	-19	-5	-6	0.3	-34
21	0	-13	-1	1.7	7
22	-13	-2	/	-1.9	2
23	2	-3	-9	-1.6	2
24	3	-4	12	0.3	-11
25	8	4	9	-1.1	-1
26	-69	-4	-2	-1.2	-4
27	12	-5	-12	1.1	-5
28	-12	-3	-21	-1.4	-4
29	-12	-2	16	-0.3	8
30	-4	-19	-10	0.0	-10

Next section.
no.	SMILES	SRC3 inh	ABHD5-PLIN5 inh	NR5A2 inv ag	NR2F2 inh	LMP1 NFkB inh	MC4R antagonist
31	CC(C)C1N=C2c3ccccc3N=C(SCC(=O)NCCc3ccc(S(N)(=O)=O)cc3)N2C1=O (stereo not given)	-14	6	37	-16	-5	3
32	CC1=C(C(=O)Nc2ccc(Cl)cc2)C(c2ccco2)NC(=O)N1 (stereo not given)	4	10	8	-1	9	13
33	Cc1ccc(SCC(=O)NCc2ccc(F)cc2)cc1	17	1	-9	8	1	6
34	O=C(c1ccco1)N1CCN(CC(O)COc2ccc3oc4ccccc4c3c2)CC1 (stereo not given)	20	7	-28	25	5	10
35	C=CCn1cccc(C(=O)Nc2cc(OC)cc(OC)c2)c1=O	-1	-3	21	13	-4	-6
36	CCOCCCNC(=O)C1CCN(S(=O)(=O)CC)CC1	-2	-1	-8	3	-4	-5
37	O=c1cccc(-c2ccc(Br)cc2)o1	14	-4	14	10	1	-3
38	Cc1ccc(OCCN2CCN(c3nc(NCc4ccco4)c4ccccc4n3)CC2)cc1	18	12	14	-27	-3	7
39	CCOc1ccc(NC(=O)C2(c3ccc(OC)c(OC)c3)CCCC2)cc1	-3	-6	-7	-3	1	2
40	CCCCn1c(N)c(N(CC(C)C)C(=O)c2cc(C)nc3ccccc23)c(=O)[nH]c1=O	1	7	-7	8	0	3
41	Cc1cccc(N(C(=O)c2snc(C(N)=O)c2N)C(C(=O)NCC2CCCO2)c2ccc3ncccc3c2)c1 (stereo not given)	1	8	-6	10	-7	16
42	CC1CCN(C(=O)C2CCN(S(=O)(=O)c3ccc(-n4cnnn4)cc3)CC2)CC1	8	-4	9	13	-4	1

no.	NCOA1 inh	NOD2-RIPK2 inh	NCOA2 inhibitor	MC4R barr agon	TLR9-MyD88 block
31	-15	-3	7	-0.8	-1
32	8	9	-27	3.0	-8
33	-3	-6	0	-3.1	-18
34	-24	-11	19	1.4	3
35	-14	6	-40	-1.7	3
36	-9	-4	1	0.9	-8
37	-21	4	-9	-1.6	-10
38	-4	-6	23	-2.0	1
39	-3	-4	-14	1.2	-15
40	-14	-4	12	-1.1	3
41	-1	2	11	-0.1	-5
42	8	-6	15	1.4	7

From compound 31 up to 32, copied from above:
no.	SMILES	SRC3 inh	ABHD5-PLIN5 inh	NR5A2 inv ag	NR2F2 inh	LMP1 NFkB inh	MC4R antagonist
31	CC(C)C1N=C2c3ccccc3N=C(SCC(=O)NCCc3ccc(S(N)(=O)=O)cc3)N2C1=O (stereo not given)	-14	6	37	-16	-5	3
32	CC1=C(C(=O)Nc2ccc(Cl)cc2)C(c2ccco2)NC(=O)N1 (stereo not given)	4	10	8	-1	9	13

no.	NCOA1 inh	NOD2-RIPK2 inh	NCOA2 inhibitor	MC4R barr agon	TLR9-MyD88 block
31	-15	-3	7	-0.8	-1
32	8	9	-27	3.0	-8

Screens as filed in PubChem.

An excerpt, so the mix of outcomes need not match the whole.
